From PubChem BioAssay
Caspase-7 inhib – qHTS Assay for Allosteric/Competitive Inhibitors of Caspase-7; recombinant caspase-7, Ac-DEVD-AFC fluorescence rate; Potency, µM (doses to about 57.5 µM), for inactives: at the top dose activity change, negative = inhibition, most hits filed as inhibitors; actives 0.02% (n = 75,000); active = well fitted inhibition curve with a large enough effect in the main read-out, with a control signal flat, not every such curve was filed as active; inconclusive = small, poorly fitted or top-dose-only effect, or a change in a side signal; also: potency is read from the fitted curve at half-maximal effect; % of control where 0% means no effect
Texas Red fluor – qHTS Assay for Spectroscopic Profiling in Texas Red Spectral Region; actives 0.06% (n = 59,000); max dye-equivalent concentration, M; Compound fluorescence, Texas Red channel, 547/618 nm; stronger effect = higher value; in the data active = max dye-equivalent concentration above about 10 nM; inconclusive = between about 1.1 nM and that limit
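Fluorescence at ex 547/em 618 nm, normalized against an on-plate Texas Red standard series to give dye-equivalent concentration per compound concentration. Buffer 100 mM Tris, pH 8.0; 15 min RT incubation before CCD imaging.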
HEK293 cAMP ctrl – qHTS Assay for Agonists of the Thyroid Stimulating Hormone Receptor: Activators of Intracellular cAMP Concentrations in Parental HEK 293 | Potency, µM (series often up to 57.1 µM), inactives show at the highest dose activation, most hits filed as activators | actives 2.5% (n = 73,000) | parental HEK293 CNG cAMP sensor, membrane potential fluorescence | AID 938, 2007; also: potency is read from the fitted curve at half-maximal effect; % of control where 0% means no effect; nearly all actives have a fitted effect of over 55% in size
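Counterscreen for endogenous-receptor signalling: CNG-channel HEK 293 cells report cAMP rise by membrane depolarization. After 60 min dye equilibration with 100 uM RO 20-1724, compounds incubated 30 min before bottom-read fluorescence at 590 nm.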
Tau filament bind – qHTS Assay for Tau Filament Binding | Microtubule-associated protein tau (Homo sapiens), P10636 | recombinant tau filaments, thioflavin S fluorescence, 15 h; filaments grown with octadecylsulfate alongside compound | Potency, µM (titrated, usually from 57.1 µM), inactives show top-dose activity change, negative = inhibition | actives 2% (n = 71,000) | AID 596, 2007;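 also: potency is read from the fitted curve at half-maximal effect; % is scaled to controls: 0 for no effect and ±100 for the full control effect; actives lower thioflavin S fluorescence by blocking filaments or displacing dye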
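Assay mix: 1 uM His-tagged tau, 30 uM sodium octadecylsulfate, thioflavine S dye in HEPES/NaCl/DTT buffer. Compound is added prior to the inducer. Fluorescence after 15 h at 37 C.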
Rhodamine fluor – qHTS Assay for Spectroscopic Profiling in Rhodamine Spectral Region; max dye-equivalent concentration, M; actives 0.05% (n = 59,000); Rhodamine-region fluorescence, 547/598 nm, Tris buffer; stronger effect = higher value; AID 594, 2007; in the data active = max dye-equivalent concentration above about 11 nM; inconclusive = between about 1.1 nM and that limit
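Read-out is relative fluorescence at 547 nm excitation and 598 nm emission, expressed as dye-equivalent concentration using rhodamine standards on every plate. Each compound was profiled across a concentration series after 15 min in 100 mM Tris, pH 8.0.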
ERK AVP block – qHTS Assay for Inhibitors of the ERK Signaling Pathway using a Homogeneous Screening Assay | actives 0.99% (n = 72,000) | Potency, µM (series often up to 57.5 µM), for inactives: at the highest dose activity, negative = inhibition, usual class: inhibitors | HEK293-V1b, vasopressin-stimulated pERK AlphaScreen; also: potency is read from the fitted curve at half-maximal effect; % is scaled to controls: 0 for no effect and ±100 for the full control effect; nearly all actives have a fitted effect of over 55% in size
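HEK293 cells stably expressing V1b receptor, preincubated 30 min at 37 °C with compound, then stimulated 5 min with 25 nM vasopressin. Phospho-ERK by AlphaScreen SureFire after 5 h RT; normalized to DMSO and vasopressin; AC50 by Hill fit.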
Casp1 inh – qHTS Assay for Allosteric/Competitive Inhibitors of Caspase-1. Caspase-1 enzyme, Ac-WEHD-AFC fluorogenic rate. actives 0.03% (n = 75,000). Potency, µM (titrated, usually from 57.5 µM), without a hit: at the highest dose activity change, negative = inhibition, hits mostly inhibitors;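 also: potency is read from the fitted curve at half-maximal effect; plate controls were vehicle for no effect and no substrate for full effect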
Fluorescein fluor – qHTS Assay for Spectroscopic Profiling in Fluorescein Spectral Region; Compound autofluorescence, 480/540 nm, fluorescein-equivalent; stronger effect = higher value; max fluorescein-equivalent concentration, M; actives 0.91% (n = 59,000); AID 593, 2007; in the data active = max fluorescein-equivalent concentration above about 10 nM; inconclusive = between about 1.1 nM and that limit
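Compounds (23 nL) in 100 mM Tris pH 8.0, 15 min at room temperature, then fluorescence read at 480 nm excitation/540 nm emission. Signal converted to fluorescein-equivalent concentration from an on-plate fluorescein standard curve.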
A350 autofl – qHTS Assay for Spectroscopic Profiling in A350 Spectral Region; max dye-equivalent concentration, M; actives 11% (n = 59,000); Compound autofluorescence, 340/450 nm, Alexa 350 dye-equivalents; stronger effect = higher value; in the data active = max dye-equivalent concentration above about 10 nM; inconclusive = mostly about 1.1 nM to 9.6 nM
Luciferase inh – qHTS Assay for Inhibitors of Firefly Luciferase. actives 2.2% (n = 72,000). AID 411, 2009. purified firefly luciferase, luminescence, 8 min. Potency, µM (titrated, usually from 57.1 µM), without a hit: at the top dose activity change, negative = inhibition, most hits filed as inhibitors. Luciferin 4-monooxygenase (Photinus pyralis), P08659; also: potency is read from the fitted curve at half-maximal effect; % is scaled to controls: 0 for no effect and ±100 for the full control effect; nearly all actives have a fitted effect of over 40% in size
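Firefly luciferase (PKLight detection mix) with 10 uM ATP in pH 7.2 imidazole buffer (KCl, MgCl2, Tween 20, BSA). Compounds tested across a concentration series (qHTS). Luminescence read after 8 min at ambient temperature.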
4MU fluor – qHTS Assay for Spectroscopic Profiling in 4-MU Spectral Region; compound autofluorescence, 340/450 nm, 4-MU equivalents; stronger effect = higher value; max dye-equivalent concentration, M; AID 589, 2007; actives 11% (n = 59,000); in the data active = max dye-equivalent concentration above about 10 nM; inconclusive = mostly about 1.1 nM to 9.6 nM
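Intrinsic fluorescence at 340/450 nm (ex/em) was read after 15 min at room temperature in pH 8.0, 100 mM Tris. Each compound concentration expressed as 4-MU-equivalent concentration from a six-point 4-MU standard series on each plate.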
* = called active by the depositor; i = inactive; ? = inconclusive; nt = no result given; [ ] = remark or other dose. Unless noted, calls follow the shape of the dose curve; as a rule, active = well fitted curve in the direction sought with a large enough effect; inconclusive = small, poorly fitted or top-dose-only effect, or another doubt; inactive = no such curve, though single readings can be large; an effect the other way counts as inactive or inconclusive.

cpd	Compound	Caspase-7 inhib	Texas Red fluor	HEK293 cAMP ctrl	Tau filament bind	Rhodamine fluor	ERK AVP block
1	O=C(CSc1nnnn1C1CCCCC1)N1CCCC1	0%	i	-2%	5%	i	-7%
2	Cc1nn(C)c(C)c1NC(=O)CSc1nc(Cc2ccccc2)nc2c1cnn2-c1ccccc1	0%	i	-19%	-1%	i	-10%
3	COc1ccc(-c2[nH]ncc2-c2cnc(C)s2)c(O)c1	1%	nt	22%	-6%	nt	-14%
4	Cc1ccc(S(=O)(=O)N2CCCC(C(=O)NCCCN3CCCCC3C)C2)cc1 (stereo not given)	-3%	i	6%	-1%	i	2%
5	CCc1c(C)sc(NC(=O)c2cnn3cccnc23)c1C#N	-1%	i	5%	-2%	i	-5%
6	N#Cc1nn(-c2ccccc2)nc1N1CCCCC1	-2%	i	?	-3%	i	51%[activator]
7	O=C(NCCN1CCCCCC1)c1ccc(CS(=O)(=O)c2ccc(Br)cc2)o1	1%	nt	?	0%	nt	4%
8	COc1ccc2c(C(=O)CN3CC(C)OC(C)C3)c[nH]c2c1 (stereo not given)	-1%	i	6%	-14%	i	-19%
9	O=C(C1CCN(S(=O)(=O)c2cccc3cccnc23)CC1)N1CC=C(c2ccccc2)CC1	-2%	nt	?	479%	nt	25µM*
10	CCCC[C@@H]1C[C@H]1C(NC(=O)c1ccc(-c2ccccc2)cc1)c1ccc(-c2ccccc2)cc1 (stereo not given in full)	3%	nt	1%	-4%	nt	4%
11	Cc1c(C(=O)NCc2ccccc2)oc2ccc(S(=O)(=O)N3CCCC3)cc12	-1%	nt	6%	47%	nt	nt
12	CC(NC(=O)NC1CCCCC1)C(c1cccs1)N1CCN(C)CC1 (stereo not given)	1%	nt	-4%	1%	nt	nt
13	O=C(NCC(F)(F)F)Nc1ncccn1	0%	i	6%	-11%	i	-22%
14	c1ccc2[nH]c(CSc3ncnc4c3oc3ccccc34)nc2c1	-9%	i	?	77%	i	?
15	Cn1nnnc1SCC(=O)NC(C)(C)C	1%	i	9%	0%	i	-6%

cpd	Casp1 inh	Fluorescein fluor	A350 autofl	Luciferase inh	4MU fluor
1	2%	i	i	1%	i
2	0%	i	i	2%	i
3	-3%	nt	nt	1%	nt
4	-8%	?	i	1%	i
5	0%	i	i	1%	i
6	0%	i	1.9e-07M*	-4%	2.2e-07M*
7	1%	nt	nt	3%	nt
8	-2%	?	?	-7%	?
9	-5%	nt	nt	0%	nt
10	-1%	nt	nt	nt	nt
11	-2%	nt	nt	-2%	nt
12	-2%	nt	nt	1%	nt
13	-4%	?	i	0%	i
14	-10%	?	i	0%	i
15	0%	i	i	2%	i

Compound profiles, as listed above:
COc1ccc(-c2[nH]ncc2-c2cnc(C)s2)c(O)c1 across the screens: Caspase-7 inhib = 1%; Texas Red fluor = nt; HEK293 cAMP ctrl = 22%; Tau filament bind = -6%; Rhodamine fluor = nt; ERK AVP block = -14%; Casp1 inh = -3%; Fluorescein fluor = nt; A350 autofl = nt; Luciferase inh = 1%; 4MU fluor = nt
O=C(C1CCN(S(=O)(=O)c2cccc3cccnc23)CC1)N1CC=C(c2ccccc2)CC1 across the screens: Caspase-7 inhib = -2%; Texas Red fluor = nt; HEK293 cAMP ctrl = ?; Tau filament bind = 479%; Rhodamine fluor = nt; ERK AVP block = 25µM*; Casp1 inh = -5%; Fluorescein fluor = nt; A350 autofl = nt; Luciferase inh = 0%; 4MU fluor = nt

Additional records:
cpd	Compound	Caspase-7 inhib	Texas Red fluor	HEK293 cAMP ctrl	Tau filament bind	Rhodamine fluor	ERK AVP block
16	COC(=O)c1c(C)[nH]c(C(=O)CN2CCOCC2)c1C	-2%	i	?	4%	i	2%
17	CS(=O)(=O)N(CC(N)=O)Cc1ccc(Cl)cc1	-1%	i	10%	-1%	i	-4%
18	CC(=O)N1CCc2cc(S(=O)(=O)NCCC(=O)Nc3cccc(C)c3)ccc21	0%	i	24%	-6%	i	-6%
19	COC(=O)c1nc2cc(C)ccn2c1F	-2%	nt	-2%	8%	nt	-9%
20	CC(C)N(CCCNC(=O)C1CCN(S(=O)(=O)N2CCOCC2)CC1)Cc1ccccc1	0%	?	-4%	3%	i	0%
21	CCOc1ccccc1NC(=O)Cn1cnc2c(nnn2-c2cccc(OC)c2)c1=O	-6%	nt	19%	9%	nt	nt
22	CCN(CC)c1ncnc2sc(C(=O)N3CCN(c4ccc(OC)cc4)CC3)c(C)c12	-1%	i	1%	3%	i	-12%
23	CC(C)COc1cc(=O)[nH]c(SCC(C)C)n1	0%	i	?	-14%	i	-29%
24	O=C(Nc1ccc2nn(-c3ccccc3)nc2c1)c1ccc2c(c1)OCO2	-6%	i	23%	168%	i	2%
25	Cc1ccc(C(=O)CSc2nnc(COc3cccc(C)c3)o2)cc1	0%	i	?	-3%	i	4%
26	COc1ccc2[nH]c(=O)c(-c3noc(-c4ccccc4)n3)cc2c1	0%	i	-2%	-6%	i	-6%
27	COC(=O)c1ccccc1NC(=O)COC(=O)c1ccc(C)c(NC(=O)c2ccco2)c1	-2%	?	?	128%	i	?
28	CCNc1cc(=O)n(C)c(=O)n1C	-1%	i	-4%	-4%	i	0%
29	N#Cc1nc(Cc2ccccc2)oc1N1CCC(C(N)=O)CC1	1%	i	-2%	-1%	i	-25%
30	CC1(C)CC2CC(C)(CN2C(=O)COC(=O)Cn2[nH]c(=O)c3ccccc3c2=O)C1 (stereo not given)	-1%	?	8%	12%	i	7%

cpd	Casp1 inh	Fluorescein fluor	A350 autofl	Luciferase inh	4MU fluor
16	-1%	i	i	3%	i
17	1%	?	i	1%	i
18	0%	i	?	2%	?
19	-4%	nt	nt	-2%	nt
20	2%	i	i	2%	i
21	3%	nt	nt	-7%	nt
22	-1%	i	i	2%	i
23	-1%	i	i	0%	i
24	3%	i	1.7e-08M*	0%	1.9e-08M*
25	-3%	i	i	5%	i
26	-2%	i	i	1%	i
27	-2%	i	i	4%	i
28	0%	i	i	-1%	i
29	-3%	i	i	-2%	i
30	0%	i	i	-1%	i

The results go on:
cpd	Compound	Caspase-7 inhib	Texas Red fluor	HEK293 cAMP ctrl	Tau filament bind	Rhodamine fluor	ERK AVP block
31	O=C(NCc1ccccc1)NC1(C(=O)N2CCCC2)CCCCC1	8%	?	17%	-1%	i	14%
32	O=C(CN1CCN(Cc2ccc(Cl)cc2)C1=O)NCCN1CCCC1	-2%	nt	-3%	-5%	nt	3%
33	CCN1CCCC1CNCc1ccc(Cl)cc1Cl (stereo not given)	-1%	?	10%	-6%	i	5%
34	CCC1S/C(=C(\C#N)C(=O)NCc2ccco2)N(c2ccc(F)cc2)C1=O (stereo not given)	-6%	i	9%	29%	i	-16%
35	CCOC(=O)c1cc2sc(C)cc2n1CC(=O)Nc1cccc(C)c1C	-2%	?	?	32%	i	0%
36	CC(=O)NCCNc1ncnc2ccc(-c3ccccc3Cl)cc12	-6%	i	14%	12%	i	?
37	CN(C)c1ccc(CN(C(=O)c2ccco2)C2CCS(=O)(=O)C2)cc1 (stereo not given)	1%	i	8%	-1%	i	-5%
38	COc1ccc2c(c1OC)C(=O)OC2CC(=O)c1ccc2c(c1)OCO2 (stereo not given)	-2%	i	7%	9%	i	0%
39	COc1ccc(CCNC(=O)CN2CCN(c3cccc(Cl)c3)CC2)cc1OC	0%	i	?	-1%	i	20µM*
40	O=C1C(SC(F)(F)C(F)F)=C(C(F)(F)F)OC2C3C=CC(C3)C12 (stereo not given)	-1%	i	2%	-3%	i	3%
41	Cn1cccc1C(=O)NC(=O)COC(=O)c1ccccc1Sc1ccccc1C#N	-2%	?	-3%	9%	i	-28%
42	O=C(COc1ccccc1)Nc1ccc2c(c1)nc1n2CCSC1	-7%	i	-14%	-5%	i	-23%
43	Cc1ccccc1-n1nnnc1SCC(=O)Nc1ccc(S(=O)(=O)N2CCCC2)cc1	-3%	i	16%	14%	i	4%
44	CCc1ccc2[nH]c(=O)c(C(c3nnnn3CCOC)N3CCN(c4ccc(F)cc4)CC3)cc2c1 (stereo not given)	-2%	i	?	-4%	i	?
45	COc1cc(NS(=O)(=O)c2ccc(NS(=O)(=O)c3ccccc3)cc2)nc(OC)n1	-3%	nt	-15%	-10%	nt	5%

cpd	Casp1 inh	Fluorescein fluor	A350 autofl	Luciferase inh	4MU fluor
31	-1%	i	?	-30%	i
32	1%	nt	nt	2%	nt
33	-1%	i	i	3%	i
34	-3%	?	i	0%	i
35	-2%	i	i	0%	i
36	-4%	i	i	1%[2.29 µM]	i
37	-2%	i	i	3%	i
38	-1%	i	i	2%	i
39	-2%	i	i	3%	i
40	-1%	i	i	2%	i
41	1%	?	i	2%	i
42	-7%	?	i	-26%	i
43	-2%	?	i	-3%	i
44	-5%	?	?	0%	?
45	0%	nt	nt	-2%	nt

The list is partial; rates above refer to the full screens.
